Screening data from PubChem BioAssay.
RAD52 inh: inhibitors of human RAD52 DNA annealing. AID 651710. P43351. inhibition, % at 18.7 µM. 360,000 compounds, 0.46% hits. recombinant RAD52 DNA annealing, FRET fluorescence;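 active = every replicate showing at least 50% inhibition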
ERAP1 inh: ERAP1 (human) enzyme inhibition | recombinant ERAP1, Leu-AMC fluorescence, 60 min | inhibition, % at 10.7 µM | 340,000 compounds, 0.15% hits;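 active = mean replicate inhibition of at least 30%, or all replicates individually reaching that 30% level; inactive = mean below 30% and not every replicate reaching it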;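 also: 0% = neutral control wells and 100% = L-leucinethiol positive control wells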
Target sequence (Q9NZ08 whole entry, looked up): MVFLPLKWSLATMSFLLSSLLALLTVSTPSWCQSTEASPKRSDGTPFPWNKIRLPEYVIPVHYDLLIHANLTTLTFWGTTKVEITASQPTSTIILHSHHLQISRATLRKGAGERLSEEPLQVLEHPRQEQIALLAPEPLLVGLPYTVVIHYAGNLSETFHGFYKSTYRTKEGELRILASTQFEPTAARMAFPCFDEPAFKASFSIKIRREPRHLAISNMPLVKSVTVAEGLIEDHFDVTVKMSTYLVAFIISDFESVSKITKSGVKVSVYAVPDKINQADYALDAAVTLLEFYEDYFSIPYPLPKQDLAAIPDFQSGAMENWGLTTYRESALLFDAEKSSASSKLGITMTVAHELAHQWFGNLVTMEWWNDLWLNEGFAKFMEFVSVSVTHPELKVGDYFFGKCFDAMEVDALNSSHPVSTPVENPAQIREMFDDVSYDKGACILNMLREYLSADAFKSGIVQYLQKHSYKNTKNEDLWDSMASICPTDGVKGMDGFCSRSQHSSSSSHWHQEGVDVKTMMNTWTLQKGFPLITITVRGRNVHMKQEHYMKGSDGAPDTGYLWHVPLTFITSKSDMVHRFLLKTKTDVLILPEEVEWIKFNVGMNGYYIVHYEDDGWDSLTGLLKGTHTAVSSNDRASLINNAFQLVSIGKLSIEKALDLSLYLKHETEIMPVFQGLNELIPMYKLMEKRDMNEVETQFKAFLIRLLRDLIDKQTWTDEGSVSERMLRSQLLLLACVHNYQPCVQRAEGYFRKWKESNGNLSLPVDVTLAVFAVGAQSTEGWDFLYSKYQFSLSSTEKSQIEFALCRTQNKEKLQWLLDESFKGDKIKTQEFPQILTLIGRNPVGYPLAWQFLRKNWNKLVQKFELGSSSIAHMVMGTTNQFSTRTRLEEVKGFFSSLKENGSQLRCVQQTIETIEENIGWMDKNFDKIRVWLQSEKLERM
PGC1a acetyl inh: lowers PGC1a acetylation signal in U2OS cells; AID 651687; AlphaScreen anti-acetyl-lysine; with virally co-expressed GCN5 acetyltransferase; inhibition, % at 15.6 µM; 350,000 compounds, 0.17% hits;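 active = every replicate shows inhibition of at least 40%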;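 also: 0% = neutral control wells and 100% = positive control wells; some results beyond the cut were filed as inactive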
PglD inh: PglD (C. jejuni) enzyme inhibition | purified PglD enzyme, DTNB colorimetric CoA detection | inhibition, % at 12.5 µM | 360,000 compounds, 0.098% hits | AID 602405; in the data active = inhibition above about 16%, passing the limit was not always enough; also: strong numbers were not always called active
miR-122 sensor: blocks miR-122 activity in Huh7 sensor cells | Huh7 miR-122 Renilla luciferase sensor, 48 h; neutral wells = 0, positive control = 100 | activation (reporter increase), % at 12.5 µM | 340,000 compounds, 0.3% hits | AID 602342;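 active = mean replicate activation score at least 90 and every replicate individually at or above 90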;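 also: higher luciferase means less miR-122 activity so hits act as miR-122 inhibitors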
E-selectin induc: induces E-selectin expression in human endothelial cells | activation, % at 7.58 µM | 260,000 compounds, 0.37% hits | P16581 | HUVEC E-selectin immunofluorescence imaging; normalized: neutral wells 0, TNF-alpha wells 100;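 active = mean E-selectin-positive cell signal at least 10% of the positive control, reached in at least 60% of replicates, without over 20% cell loss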;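 also: in these data hits start at about 27%; measured in HUVEC primary endothelial cells; signal is the percent of cells scored E-selectin positive by PE staining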
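Assay system: HUVEC, human umbilical vein endothelial cells / Amount: 3,000 HUVEC/well / Controls: TNF-alpha positive control, DMSO neutral control / Compound dosing: single concentration / Medium: EGM-2 over gelatin coat / Evaluation: percent E-selectin-positive cells / Signal: immunofluorescence imaging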
RAD54 inh: blocks human RAD54 Holliday junction branch migration; FAM/BHQ fluorescence; Q92698; inhibition, % at 10.4 µM; AID 602329; 360,000 compounds, 0.14% hits;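 active = mean normalized replicate activity at least 40 and at least half of replicates scoring 40 or more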;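 also: 0% = median of neutral control wells and 100% = median of positive control wells; inhibitors cause a drop in the FAM fluorescence signal; in these data hits start at about 50%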
Cneo AK release: Cryptococcus neoformans lysis via adenylate kinase release; C. neoformans lysis, adenylate kinase release luminescence, 4 h; normalised: neutral wells 0, clomiphene wells 100; AID 651654; lysis activity, % at 15 µM; 360,000 compounds, 0.2% hits;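 active = mean lysis activity across replicates of at least 80%, whatever share of replicates individually reach that level; inactive = mean lysis activity below 80%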
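Material: C. neoformans cells | Amount: Yeast cell density of 5 × 10^6 cells/mL | Medium: Fresh YPD growth medium | Dosing: Single dose | Times: Static 4 h at 37 °C with compound, 1 h detection | Detection: AK luminescence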
* marks the source's active call; other numbers are inactive results; [ ] = another dose, or the depositor's remark.

What do the screens show for `COCC(=O)N1CC[C@@H]2[C@H]1c1cc(C#Cc3ccc(F)cc3)ccc1N[C@@H]2CO`?
RAD52 inh: -10; ERAP1 inh: 2; PGC1a acetyl inh: 0; PglD inh: -1; miR-122 sensor: 6[16.7 µM]; E-selectin induc: 0.1; RAD54 inh: 12; Cneo AK release: -23

How did Oc1ccccc1C1CC(c2cccs2)=NC(c2ccc(Cl)cc2)N1 (stereo not given) do in these assays?
RAD52 inh: -20; ERAP1 inh: 0; PGC1a acetyl inh: 0; miR-122 sensor: 11

Results for COC(=O)c1ccc(CSc2nc(C(F)F)cc(C)c2C#N)o1 ?
RAD52 inh: -34; ERAP1 inh: 0; PGC1a acetyl inh: 9; PglD inh: -5; miR-122 sensor: -13; RAD54 inh: 0; Cneo AK release: 60

Results for CC(C)CCn1cnc2c([nH]c3cccc(Cl)c32)c1=O ?
PGC1a acetyl inh: -6; PglD inh: -10; miR-122 sensor: 45; RAD54 inh: -1; Cneo AK release: 3

How did CC(C)C[C@H]1CN=C(Nc2ccccc2)N1CC(C)C do in these assays?
RAD52 inh: -1; PGC1a acetyl inh: -1; PglD inh: 0; miR-122 sensor: -2; E-selectin induc: -0.1; RAD54 inh: 10; Cneo AK release: 1

Results for Cc1ccc(NS(=O)(=O)c2c(C(=O)N3CCOCC3)c(C)n(C)c2C)cc1C ?
RAD52 inh: -10; ERAP1 inh: 0; PGC1a acetyl inh: 3; PglD inh: -1; miR-122 sensor: 7; RAD54 inh: -1; Cneo AK release: 0

How did O=C(CSc1nccn1-c1ccccc1)NCc1ccc(F)cc1 do in these assays?
RAD52 inh: -10; ERAP1 inh: -4; PGC1a acetyl inh: -7; PglD inh: 0; miR-122 sensor: 0; E-selectin induc: 1.5; RAD54 inh: 8; Cneo AK release: 2

What do the screens show for `CC(=O)c1ccccc1NC(=O)CN1C(=O)NC2(CCCCCCC2)C1=O`?
RAD52 inh: -8; ERAP1 inh: 2; PGC1a acetyl inh: 0; PglD inh: -2; miR-122 sensor: -3; E-selectin induc: 1.4; RAD54 inh: -4; Cneo AK release: 1

What do the screens show for `COc1ccc(C)cc1NS(=O)(=O)c1cccc2nonc12`?
PGC1a acetyl inh: 10; PglD inh: -5; RAD54 inh: 4; Cneo AK release: -1

Results for CCCCN(CCCC)CCCNC(=O)C1CC(c2cc(C(F)(F)F)cc(C(F)(F)F)c2)=NO1 (stereo not given) ?
RAD52 inh: -4; PglD inh: 1; miR-122 sensor: 1; E-selectin induc: -0.1; RAD54 inh: 2; Cneo AK release: -3

How did Cc1cc(C)n2nc(SCC(=O)NCc3ccco3)nc2n1 do in these assays?
PGC1a acetyl inh: 7; PglD inh: 2; RAD54 inh: -2; Cneo AK release: -2

What do the screens show for `Cc1nccn1CC(=O)c1ccc(O)c(O)c1`?
RAD52 inh: -1; ERAP1 inh: -1; PGC1a acetyl inh: -12; PglD inh: -4; miR-122 sensor: -6; E-selectin induc: 0.2; RAD54 inh: 4; Cneo AK release: 5

Results for Cn1cnnc1SCC(=O)NC1CC1 ?
RAD52 inh: -4; ERAP1 inh: 0; PGC1a acetyl inh: 8; PglD inh: -3; miR-122 sensor: 5; E-selectin induc: 0.1; RAD54 inh: -5; Cneo AK release: 1

What do the screens show for `CCN(Cc1ccccc1)C(=O)c1ccc(C)c(S(=O)(=O)N2CCCCC2)c1`?
RAD52 inh: -21; ERAP1 inh: 0; PGC1a acetyl inh: -10; PglD inh: -6; miR-122 sensor: 3; E-selectin induc: 2.3; RAD54 inh: 3; Cneo AK release: -1

How did CSc1ccccc1C(=O)Nc1ccc2c(c1)OCCO2 do in these assays?
PGC1a acetyl inh: 2; PglD inh: 10; miR-122 sensor: -1; RAD54 inh: 10; Cneo AK release: 3

Results for O=C(CN1C(=O)C(=O)c2ccccc21)NC1CCCCC1 ?
PGC1a acetyl inh: 2; PglD inh: 6; miR-122 sensor: -1; RAD54 inh: 5; Cneo AK release: 3

How did CCCN1C2CCCC1CC(NC(=O)c1ccccc1)C2 (stereo not given) do in these assays?
PGC1a acetyl inh: 8; PglD inh: -2; miR-122 sensor: -4; RAD54 inh: -3; Cneo AK release: 0

Results for O=C(N/N=C\C1CC=CCC1)c1ccc(Br)o1 (stereo not given) ?
RAD52 inh: -9; ERAP1 inh: -3; PGC1a acetyl inh: 3; PglD inh: 0; miR-122 sensor: -4; E-selectin induc: -0.1; RAD54 inh: -4; Cneo AK release: -1

How did O=[N+]([O-])c1ccccc1C=NN1CCCCCC1 do in these assays?
RAD52 inh: 0; ERAP1 inh: 2; PGC1a acetyl inh: 6; miR-122 sensor: -1

How did CCS(=O)(=O)N1CCCCN2[C@H](C1)[C@@H](c1ccc(-c3cccc(C#N)c3)cc1)[C@@H]2CO do in these assays?
RAD52 inh: -81; ERAP1 inh: -2; PGC1a acetyl inh: 2; PglD inh: 2; miR-122 sensor: 7[16.7 µM]; E-selectin induc: -0.5; RAD54 inh: 1; Cneo AK release: -4

The last 2 compounds of the section before are carried over, then new ones follow.
How did O=[N+]([O-])c1ccccc1C=NN1CCCCCC1 do in these assays?
RAD52 inh: 0; ERAP1 inh: 2; PGC1a acetyl inh: 6; miR-122 sensor: -1

How did CCS(=O)(=O)N1CCCCN2[C@H](C1)[C@@H](c1ccc(-c3cccc(C#N)c3)cc1)[C@@H]2CO do in these assays?
RAD52 inh: -81; ERAP1 inh: -2; PGC1a acetyl inh: 2; PglD inh: 2; miR-122 sensor: 7[16.7 µM]; E-selectin induc: -0.5; RAD54 inh: 1; Cneo AK release: -4

Results for CCCNC(=O)C[C@@H]1CC[C@@H]2[C@@H](COc3ccc(NC(=O)NCCC)cc3C(=O)N2C)O1 ?
RAD52 inh: -1; ERAP1 inh: 2; PGC1a acetyl inh: -4; E-selectin induc: 0.1

How did O=[N+]([O-])c1cccc(-c2cc(C(F)(F)F)n3nc(-c4ccccc4)cc3n2)c1 do in these assays?
RAD52 inh: -9; ERAP1 inh: -3; PGC1a acetyl inh: 7; PglD inh: 5; RAD54 inh: 12; Cneo AK release: 6

Results for Nc1n[nH]c(N)c1N=Nc1ccc(Cl)cc1 ?
RAD52 inh: 6; ERAP1 inh: -3; PGC1a acetyl inh: 10; PglD inh: -6; miR-122 sensor: -7; E-selectin induc: 2.3; RAD54 inh: 3; Cneo AK release: -2

How did CN(CC(=O)NCCc1ccc(S(N)(=O)=O)cc1)S(=O)(=O)/C=C/c1ccccc1 do in these assays?
RAD52 inh: -11; ERAP1 inh: -2; PGC1a acetyl inh: -1; PglD inh: 0; miR-122 sensor: -2; RAD54 inh: 12; Cneo AK release: 1

Results for O=C(NC1CCCCC1)[C@@H]1CSC2c3ccccc3C(=O)N21 (stereo not given in full) ?
RAD52 inh: -7; ERAP1 inh: 4; PglD inh: 6; RAD54 inh: -13; Cneo AK release: 4

What do the screens show for `O=C(O)CSc1nccn1-c1cccc(Cl)c1`?
PGC1a acetyl inh: 0; PglD inh: -2; miR-122 sensor: 22; RAD54 inh: 0; Cneo AK release: -1

Results for Cn1nc(CC(=O)Nc2ncc(Br)s2)c2ccccc2c1=O ?
PGC1a acetyl inh: -11; PglD inh: 3; miR-122 sensor: -1; RAD54 inh: -5; Cneo AK release: -2

What do the screens show for `CCCCCOC(=O)Cn1c(SCC(=O)Nc2ccccc2)nc2c1c(=O)[nH]c(=O)n2C`?
PGC1a acetyl inh: -15; PglD inh: 3; miR-122 sensor: -7; RAD54 inh: -2; Cneo AK release: 4

What do the screens show for `Cc1ccccc1N(CC(=O)N/N=C/c1ccc(Cl)cc1)C(=O)c1ccccc1`?
PGC1a acetyl inh: -8; PglD inh: 0; miR-122 sensor: 5; RAD54 inh: -4; Cneo AK release: -8

How did Cc1cccc(C)c1NC(=O)COC(=O)c1ccccc1Nc1ccccc1 do in these assays?
PGC1a acetyl inh: 8; PglD inh: -5; miR-122 sensor: -4; RAD54 inh: -1; Cneo AK release: 4

Results for C[C@H]1CN([C@@H](C)CO)C(=O)Cc2cc(NS(=O)(=O)c3cn(C)cn3)ccc2O[C@@H]1CN(C)S(C)(=O)=O ?
RAD52 inh: -5; ERAP1 inh: 1; PGC1a acetyl inh: -7; PglD inh: -3; miR-122 sensor: 2[16.7 µM]; E-selectin induc: -3.3; RAD54 inh: -7; Cneo AK release: -1

How did CC1=C(C#N)C(=O)NC1(C)O (stereo not given) do in these assays?
RAD52 inh: -28; ERAP1 inh: 0; PGC1a acetyl inh: -8; PglD inh: 3; E-selectin induc: 0.2; RAD54 inh: 7; Cneo AK release: 2

How did O=C(OCCNC(=O)c1ccc2ccccc2n1)c1cccnc1 do in these assays?
PglD inh: -5; miR-122 sensor: -5; RAD54 inh: -1; Cneo AK release: -6

How did COc1ccc(NC(=O)CN(c2ccc(C)cc2)S(=O)(=O)c2c(C)nn(C)c2C)cc1 do in these assays?
RAD52 inh: -12; ERAP1 inh: -5; PGC1a acetyl inh: -8; PglD inh: -2; miR-122 sensor: -1; E-selectin induc: 5.2; RAD54 inh: -14; Cneo AK release: 4

What do the screens show for `CCCn1c(-c2cccc([N+](=O)[O-])c2)nc2c1c(=O)[nH]c(=O)n2Cc1ccccc1`?
PGC1a acetyl inh: 5; PglD inh: -7; miR-122 sensor: -6; RAD54 inh: -2; Cneo AK release: 3

What do the screens show for `CN1CCN(CC(=O)Nc2c(C(=O)c3ccccc3)oc3ccccc23)CC1`?
RAD52 inh: 41; ERAP1 inh: -4; PglD inh: 0; miR-122 sensor: -7; E-selectin induc: 0.3; RAD54 inh: 28; Cneo AK release: -1

Results for COc1ccc(C(=O)CC(=O)C(=O)Nc2ccc(C)c(Cl)c2)cc1 ?
RAD52 inh: -36; ERAP1 inh: -3; PGC1a acetyl inh: -12; PglD inh: -2; miR-122 sensor: -2; E-selectin induc: 0.1; RAD54 inh: 4; Cneo AK release: -6

How did CCN(CC(=O)Nc1ccc2c(c1)OCCO2)Cc1nc2cc(Cl)ccc2c(=O)[nH]1 do in these assays?
RAD52 inh: -20; ERAP1 inh: 2; PGC1a acetyl inh: -11; PglD inh: 1; miR-122 sensor: 1; E-selectin induc: 0.0; RAD54 inh: 5; Cneo AK release: 1

How did COCCCC1CCN(C(=O)C2CCC(=O)N(CC3CCCCC3)C2)CC1 (stereo not given) do in these assays?
RAD52 inh: -1; ERAP1 inh: 0; PGC1a acetyl inh: -7; PglD inh: 0; miR-122 sensor: -11; E-selectin induc: 0.0; RAD54 inh: -5; Cneo AK release: -7

Compounds listed so far containing an NH in an aromatic ring (5):
Results for CC(C)CCn1cnc2c([nH]c3cccc(Cl)c32)c1=O ?
PGC1a acetyl inh: -6; PglD inh: -10; miR-122 sensor: 45; RAD54 inh: -1; Cneo AK release: 3

Results for Nc1n[nH]c(N)c1N=Nc1ccc(Cl)cc1 ?
RAD52 inh: 6; ERAP1 inh: -3; PGC1a acetyl inh: 10; PglD inh: -6; miR-122 sensor: -7; E-selectin induc: 2.3; RAD54 inh: 3; Cneo AK release: -2

What do the screens show for `CCCCCOC(=O)Cn1c(SCC(=O)Nc2ccccc2)nc2c1c(=O)[nH]c(=O)n2C`?
PGC1a acetyl inh: -15; PglD inh: 3; miR-122 sensor: -7; RAD54 inh: -2; Cneo AK release: 4

What do the screens show for `CCCn1c(-c2cccc([N+](=O)[O-])c2)nc2c1c(=O)[nH]c(=O)n2Cc1ccccc1`?
PGC1a acetyl inh: 5; PglD inh: -7; miR-122 sensor: -6; RAD54 inh: -2; Cneo AK release: 3

How did CCN(CC(=O)Nc1ccc2c(c1)OCCO2)Cc1nc2cc(Cl)ccc2c(=O)[nH]1 do in these assays?
RAD52 inh: -20; ERAP1 inh: 2; PGC1a acetyl inh: -11; PglD inh: 1; miR-122 sensor: 1; E-selectin induc: 0.0; RAD54 inh: 5; Cneo AK release: 1
